IL1B NFkB pot – enhances IL-1B driven NFkB nuclear translocation; activation, % at 2 µM; 94,000 compounds, 0.3% hits; HUVEC IL-1B NFkB p65 nuclear translocation imaging; AID 819;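 active = activation above 40%, about the mean plus 3 SD, also judged a hit on visual image review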;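 note: percent activation is computed from the nuclear over cytoplasmic p65 intensity ratio; values of inactives mirror those of a sister screen read the other way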
MRP reversal – compounds reversing MRP-mediated drug resistance; AID 602; 85,000 compounds, 0.04% hits; differential viability (reversal), % at 10 µM; H69AR cells + 2 uM doxorubicin, CellTiter-Glo, 72 h;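 active = viability drop by adding the cancer drug above about 55%, with treated viability meeting a 40% cutoff, limit read from the data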;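 note: viability without doxorubicin minus viability with 2 µM doxorubicin for each compound; larger differential means the compound sensitizes cells more to doxorubicin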
PLAP inhibition – PLAP enzyme inhibitors, biochemical, luminescence, HTS (AID 690) | 96,000 compounds, 0.08% hits | purified PLAP, luminescent substrate; higher % means a stronger effect | one-dose inhibition, % at 20 µM; IC50 in µM for titrated hits; in the data active = a potency from the dose series; inactive = the rest, 99 in 100 with inhibition below about 30%; note: strong numbers were not always called active
NFkB transloc inh – blocks IL-1B driven NFkB nuclear translocation in HUVEC cells; HUVEC IL-1B NFkB p65 nuclear translocation imaging; inhibition, % at 2 µM; 94,000 compounds, 0.43% hits;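 active = inhibition above about 30% together with a positive call from visual inspection of the well image, limit read from the data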;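 note: nuclear over cytoplasmic p65 intensity ratio measured by imaging; 0% = IL-1B stimulated DMSO wells and 100% = unstimulated DMSO wells; values of inactives mirror those of a sister screen read the other way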
Bcl-B displacement – displacers of TR3 peptide from Bcl-B, primary screen, selectivity assay for Bfl-1 inhibitor project, biochemical, fluorescence polarization | FP displacement of FITC-TR3 peptide from Bcl-B; higher % means a stronger effect | one-dose displacement, % at 20 µM; IC50 in µM for titrated hits | 96,000 compounds, 0.11% hits;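 active = displacement above 50% at 20 µM plus a fluorescence interference ratio under 1.5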;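 note: plate controls were wells without compound for no effect and wells lacking Bcl-B protein for full effect; a part of the inactive calls stands beside numbers as strong as those of hits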
MRP reversal cytotoxicity – second read-out of MRP reversal, no call of its own (marks repeat the call); viability, %; H69AR cells, CellTiter-Glo, 72 h; measured here: cytotoxicity without doxorubicin
MRP reversal with doxorubicin – second read-out of MRP reversal, no call of its own (marks repeat the call); viability, %; measured here: viability with 2 uM doxorubicin; active compounds read low
NFkB transloc inh cell count 2 µM – also measured in NFkB transloc inh; calls as there; cell count; measured here: cells passing quality filter;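 raw number of nuclei counted in each imaged well without normalization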
IL1B NFkB pot cell count 2 µM – also measured in IL1B NFkB pot; calls as there; cell count; measured here: cells passing quality filter
Active calls of the source: *; . = no result given. These rows are one share of the data (hit frequency here may not be typical).

SMILES	IL1B NFkB pot	IL1B NFkB pot cell count 2 µM	MRP reversal	MRP reversal cytotoxicity	MRP reversal with doxorubicin	PLAP inhibition	NFkB transloc inh	NFkB transloc inh cell count 2 µM	Bcl-B displacement
CCOC(=O)N1CCN(C(=O)COc2cc(=O)n(C)c3ccccc23)CC1	14	117	10	85	75	-12%	-14	117	-10%
COc1ccc2[nH]c(=O)c(CN(C(=O)c3ccncc3)C(C)C)cc2c1	1	141	17	108	92	5%	-1	141	0%
CC(=O)Nc1nonc1-c1nc2ccccc2n1N(C(C)=O)C(C)=O	17	180	-5	101	106	-44%	-17	180	36%
Cc1ccc(OCC(O)CN2CCN(c3ccccc3)CC2)cc1 (configuration not stated)	3	126	1	87	86	-14%	-3	126	-1%
CCOc1ccc(CN(C(=O)c2ccco2)C2CCS(=O)(=O)C2)cc1 (configuration not stated)	4	77	4	98	94	-1%	-4	77	-11%
Cc1cc2ccccc2n1CCNC(=O)c1ccccc1	-10	80	5	90	85	-23%	10	80	0%
COc1ccccc1CC(=O)NC1CC(C)(C)NC(C)(C)C1	2	125	4	92	89	5%	-2	125	0%
CCc1ccccc1NC(=O)c1nnn(CC(=O)Nc2ccccc2C)c1N	9	189	-4	92	96	-12%	-9	189	0%
N#Cc1ccsc1NC(=O)COC(=O)CCCSc1nc2ccccc2s1	28	97	-6	87	92	-18%	-28	97	-24%
Cc1ccc(-c2cc(C(F)F)n3ncc(C(=O)Nc4c(C)nn(Cc5c(Cl)cccc5Cl)c4C)c3n2)cc1	10	175	.	.	.	-2%	-10	175	6%
COc1ccc(OC)c(NC(=O)CCC(=O)Nc2nnc(C(F)(F)F)s2)c1	-9	84	7	90	84	-13%	10	84	1%
Cc1ccc(S(=O)(=O)NCC(=O)OCC(=O)c2cccs2)cc1	0	168	6	101	95	-16%	0	168	0%
CC(NC(=O)COc1ccc(Br)cc1)C(=O)O (configuration not stated)	6	187	-1	91	92	-2%	-6	187	-8%
COc1ccc([N+](=O)[O-])cc1C1NN=C(c2cccc3ccccc23)S1 (configuration not stated)	-5	207	-39	27	66	1%	5	207	-4%
COc1ccccc1OCCCn1c(C)c(C#N)c2ccccc21	18	118	-8	73	81	-35%	-18	118	-5%
CCN1CCN(CCCNC(=O)c2cn(CCOC)c(=O)c3c2c2ccccc2n3C)CC1	11	131	7	93	86	-34%	-11	131	3%
O=C(CN(C(=O)CSc1nc2ccccc2o1)c1cccc(F)c1)NC1CCCCC1	-14	131	.	.	.	2%	14	131	-10%
CCOC(=O)C1CCCN(CCC(=O)Nc2cccc(F)c2)C1 (configuration not stated)	-4	213	7	95	88	5%	4	213	7%
COc1cc2cc3c(N)c(C(=O)Nc4sc(C)c(C)c4C#N)sc3nc2cc1OC	16	176	.	.	.	-10%	-16	176	-42%
CCC1Oc2ccccc2N(Cc2ccccc2C)C1=O (configuration not stated)	.	.	-12	99	111	13%	.	.	5%
CCOC(=O)c1oc2cccc(O)c2c1CN(Cc1ccccc1)C(C)=O	3	79	.	.	.	-2%	-3	79	5%
Cc1ccc(C(=O)NCCOC23CC4CC(CC(C4)C2)C3)cc1	5	136	.	.	.	-8%	-5	136	8%
Cc1cc(C)nc(SCC(=O)O)n1	.	.	-4	97	101	0%	.	.	-5%
O=C(CSc1nc2ccccc2n1S(=O)(=O)c1ccccc1)N1CCCCC1	-5	124	.	.	.	-4%	5	124	16%
Cc1cc(C)cc(COn2ccnc2)c1	5	88	-2	103	106	2%	-5	88	-2%
O=C(NC(=S)N1CCCc2ccccc21)c1ccc([N+](=O)[O-])cc1	-6	108	.	.	.	-8%	6	108	-1%
C/C(=N\NC(=O)c1ccccc1O)c1c(O)cc(C)oc1=O	-5	153	.	.	.	2%	5	153	-1%
Cc1ccc(N(CN2C(=O)NC(C)(C)C2=O)CN2C(=O)NC(C)(C)C2=O)cc1	.	.	33	90	57	1%	.	.	1%
O=C(NC1CCCCC1)c1ccccc1NC(=O)C1CC(=O)N(c2ccccc2)C1 (configuration not stated)	-12	168	3	75	72	.	12	168	.
Cc1nn(-c2ccccc2)c2sc(C(=O)O)cc12	.	.	.	.	.	1%	.	.	-2%
CCC(CC)COC(=O)C(C#N)c1nc2ccccc2nc1N1CCN(CC)CC1 (configuration not stated)	4	88	4	79	75	-16%	-4	88	20%
CSc1ccn(CCC(=O)O)c(=O)n1	-7	137	-25	73	98	16%	7	137	2%
CN(c1ccc(C(=O)Nc2nccs2)cc1)S(=O)(=O)c1ccccc1	1	137	16	92	76	9%	-1	137	0%
COC(=O)C(C)Oc1ccc(-c2nccc(-c3cccs3)n2)cc1 (configuration not stated)	-4	120	.	.	.	-44%	4	120	-2%
CN1CCN(C(=O)CN(Cc2ccc(Cl)cc2)S(C)(=O)=O)CC1	-2	97	-2	82	84	-55%	2	97	-5%
CC(O)/C=C/c1ccc2ccccc2n1 (configuration not stated)	.	.	-18	23	41	5%	.	.	-1%
CCOc1ccc2[nH]c(C)c(CN3CCOCC3)c(=O)c2c1	-5	116	3	96	93	-20%	5	116	-5%
O=C(NC1CC1)C1CCN(c2ccc(S(=O)(=O)N3CCOCC3)cc2)CC1	-7	170	46	58	13	-6%	7	170	-3%
COc1ccc(-c2cc(C(=O)NCCCn3ccnc3)no2)cc1OC	12	156	1	97	96	-49%	-12	156	-4%
O=S(=O)(c1cc(-c2nnc(-c3ccc(Br)cc3)o2)ccc1Br)N1CCCCCC1	5	138	-37	29	66	.	-5	138	.
Cc1nn(C)c(C)c1S(=O)(=O)N1CCCC(C(=O)N2CCN(c3ccccc3)CC2)C1 (configuration not stated)	12	188	2	86	84	-32%	-12	188	-44%
COc1ccc(/C=C2/C(=O)ON=C2c2ccccc2)cc1OC	2	146	.	.	.	7%	-2	146	-5%
COc1ccccc1S(=O)(=O)Cc1ccc(C(=O)N2CCOCC2)o1	-4	62	6	99	92	.	4	62	.
O=[N+]([O-])c1ccc(N2CCN(c3ccc(Cl)nn3)CC2)cc1NC1CC1	6	145	-8	50	58	.	-6	145	.
CC(=O)N1CCC(=NNS(=O)(=O)c2ccc(C)c([N+](=O)[O-])c2)CC1	0	177	.	.	.	14%	0	177	3%
O=C(Nc1nc(-c2ccc(-c3ccccc3)cc2)cs1)C1CCCO1 (configuration not stated)	10	170	9	88	79	-57%	-10	170	-9%
Cc1cc(=O)[nH]c2ccccc12	-8	87	-2	98	101	-24%	8	87	2%
Cc1ccc2cc(C)c3nnc(SCC(=O)Nc4nc5c(s4)CCCC5)n3c2c1C	-12	111	.	.	.	-43%	12	111	-4%
O=C(NNS(=O)(=O)c1ccccc1)c1cnn(-c2ccccc2)c1-n1cccc1	-1	113	.	.	.	-10%	1	113	-7%
CN(C)CCCC1(O)c2ccccc2C=Cc2ccccc21	-1	158	6	86	80	.	1	158	.
Cc1cc(C)nc(NS(=O)(=O)c2ccc(NC(=O)Cn3c(=O)oc4ccccc43)cc2)n1	-1	140	-6	96	102	-10%	1	140	-3%
CC1=CC(=C2N=C(c3ccccc3)OC2=O)C=C(C)O1	-2	193	.	.	.	6%	2	193	-40%
O=C(NCc1ccc(F)cc1)c1cnn2ccccc12	-17	136	2	103	100	11%	17	136	-5%
CC(=O)Nc1ccc(NCN2C(=O)C3C4CCC(C4)C3C2=O)cc1 (configuration not stated)	3	165	.	.	.	6%	-3	165	4%
COc1ccc(CNC(=O)Cn2cc3c(n2)CCCCC3)cc1	.	.	-5	97	102	0%	.	.	9%
Cc1cc2n(c(=O)c1C#N)CCCN2c1cccc(Cl)c1	6	64	18	56	39	.	-6	64	.
Cc1ccnc(NC(=O)c2ccc(N3C(=O)CCC3=O)cc2)c1	2	169	-7	99	106	-5%	-2	169	-8%
Cc1ccc2cc(CCNC(=O)c3ccc4c(c3)OCO4)c(=O)[nH]c2c1	26	166	-5	80	85	10%	-26	166	1%
Cc1cc(=O)n(CCc2ccccc2)c(O)c1C#N	-1	95	11	97	86	.	1	95	.
CCCSc1nnc(CN2CCOCC2)n1C	1	118	12	101	90	-3%	-1	118	-13%

Next part.
SMILES	IL1B NFkB pot	IL1B NFkB pot cell count 2 µM	MRP reversal	MRP reversal cytotoxicity	MRP reversal with doxorubicin	PLAP inhibition	NFkB transloc inh	NFkB transloc inh cell count 2 µM	Bcl-B displacement
COc1ccc(OC)c(S(=O)(=O)n2cnc3cc(C)c(C)cc32)c1	-8	172	-31	40	71	-43%	8	172	-12%
CCOC(=O)N1CCN(C(=O)Cn2c(C)cc3ccccc3c2=O)CC1	-2	147	-1	63	64	-7%	2	147	-4%
CCCCCCCCS(=O)c1sc2nc(C)cc(C)c2c1N (configuration not stated)	3	169	11	94	82	-63%	-3	169	-8%
Cc1ccc(NC(=O)c2cccc3c2C(=O)N(C2CCCCC2)C3)cc1	10	140	.	.	.	-11%	-19	172	-7%
O=C1CCCCC1C(Nc1ccc(Br)cc1)c1ccccc1 (configuration not stated)	27	190	.	.	.	3%	-27	190	-5%
Cc1cc(-c2csc(NC(=O)c3cc4ccccc4o3)n2)c(C)n1C	21	151	.	.	.	.	-21	151	.
COc1ccc(OC)c(NC(=O)Cn2c(-c3ccc(Cl)cc3)noc2=O)c1	5	182	0	92	93	2%	-5	182	-2%
CCn1c(Cc2ccccc2)nnc1SCC(=O)N1CCCCC1	-5	86	9	105	96	.	6	86	.
C#CCSc1nnc(-c2ccc(OC)cc2)o1	1	66	-36	19	55	13%	-1	66	12%
Cc1nc(C(=O)Nc2ccc(F)cc2)nn1-c1ccc([N+](=O)[O-])cc1	12	117	.	.	.	9%	-12	117	1%

Entries above that have a halogen:
SMILES	IL1B NFkB pot	IL1B NFkB pot cell count 2 µM	MRP reversal	MRP reversal cytotoxicity	MRP reversal with doxorubicin	PLAP inhibition	NFkB transloc inh	NFkB transloc inh cell count 2 µM	Bcl-B displacement
Cc1ccc(-c2cc(C(F)F)n3ncc(C(=O)Nc4c(C)nn(Cc5c(Cl)cccc5Cl)c4C)c3n2)cc1	10	175	.	.	.	-2%	-10	175	6%
COc1ccc(OC)c(NC(=O)CCC(=O)Nc2nnc(C(F)(F)F)s2)c1	-9	84	7	90	84	-13%	10	84	1%
CC(NC(=O)COc1ccc(Br)cc1)C(=O)O (configuration not stated)	6	187	-1	91	92	-2%	-6	187	-8%
O=C(CN(C(=O)CSc1nc2ccccc2o1)c1cccc(F)c1)NC1CCCCC1	-14	131	.	.	.	2%	14	131	-10%
CCOC(=O)C1CCCN(CCC(=O)Nc2cccc(F)c2)C1 (configuration not stated)	-4	213	7	95	88	5%	4	213	7%
CN1CCN(C(=O)CN(Cc2ccc(Cl)cc2)S(C)(=O)=O)CC1	-2	97	-2	82	84	-55%	2	97	-5%
O=S(=O)(c1cc(-c2nnc(-c3ccc(Br)cc3)o2)ccc1Br)N1CCCCCC1	5	138	-37	29	66	.	-5	138	.
O=[N+]([O-])c1ccc(N2CCN(c3ccc(Cl)nn3)CC2)cc1NC1CC1	6	145	-8	50	58	.	-6	145	.
O=C(NCc1ccc(F)cc1)c1cnn2ccccc12	-17	136	2	103	100	11%	17	136	-5%
Cc1cc2n(c(=O)c1C#N)CCCN2c1cccc(Cl)c1	6	64	18	56	39	.	-6	64	.
O=C1CCCCC1C(Nc1ccc(Br)cc1)c1ccccc1 (configuration not stated)	27	190	.	.	.	3%	-27	190	-5%
COc1ccc(OC)c(NC(=O)Cn2c(-c3ccc(Cl)cc3)noc2=O)c1	5	182	0	92	93	2%	-5	182	-2%
Cc1nc(C(=O)Nc2ccc(F)cc2)nn1-c1ccc([N+](=O)[O-])cc1	12	117	.	.	.	9%	-12	117	1%

Screens from PubChem.
